Tb PYK inh – qHTS of Trypanosoma Brucei Inhibitors; actives 0.12% (n = 410,000); AID 624173, 2012; Potency, µM (highest dose often 76.8 µM), for inactives: at the top dose activity, negative = inhibition, usual class: inhibitors; pyruvate kinase (Trypanosoma brucei), Q57TT1; TbPYK enzyme, Kinase-Glo Plus ATP luminescence, 45 min; note: nearly all actives have a fitted effect of over 50% in size
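T. brucei PYK with substrate was exposed to pin-transferred compounds across a concentration series, then started with 130 uM ADP (final). After 45 min at room temperature, Kinase-Glo Plus luminescence was read, normalized and curve-fitted.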
Pf growth 48h – Primary qHTS for delayed death inhibitors of the malarial parasite plastid, 48 hour incubation | Potency, µM (doses to about 28.7 µM), for inactives: top-dose activity change, negative = inhibition, hits mostly inhibitors | P. falciparum luciferase growth in erythrocytes, 48 h | actives 5.9% (n = 310,000)
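Here the parasites carry a stable luciferase gene and grow inside erythrocytes in Albumax-based RPMI medium with compound for one erythrocytic cycle. Activity is scored as loss of luminescent signal.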
Pf growth 96h – Primary qHTS for delayed death inhibitors of the malarial parasite plastid, 96 hour incubation; Potency, µM (highest dose often 28.7 µM), for the others: top-dose activity change, negative = inhibition, usual class: inhibitors; actives 6.9% (n = 320,000); P. falciparum luciferase reporter growth, 96 h
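Two-generation exposure (96 h) targets delayed-death phenotype. Reporter parasites carrying integrated firefly luciferase, in red cells at 2% hematocrit and 0.05% parasitemia final, kept at 37 C, 5% CO2; luminescence loss indicates inhibition.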
HCV inhibitor – qHTS Assay for Inhibitors of Hepatitis C Virus (HCV). actives 3.4% (n = 340,000). Huh7.5.1 HCVcc-Cre infection, luciferase reporter, 44 h. AID 651820, 2012. Potency, µM (highest dose often 41.8 µM), without a hit: at the highest dose activity change, negative = inhibition, hits mostly inhibitors
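Luciferase read-out (15 sec integration) after a 15 min room-temperature substrate step quantifies HCVcc-Cre infection. Cells, 1,000 per well, had compound added 4 h post-plating, then virus at ~0.5 moi, and were cultured 44 h.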
LmPK inh – qHTS Assay for Inhibitors of Leishmania Mexicana Pyruvate Kinase (LmPK); purified LmPK, Kinase-Glo ATP luminescence, 1 h; Q27686; Potency, µM (series often up to 57.5 µM), for inactives: at the top dose activity change, negative = inhibition, actives largely listed as inhibitors; AID 1721, 2009; actives 0.37% (n = 290,000)
Target sequence (Q27686 whole entry, looked up): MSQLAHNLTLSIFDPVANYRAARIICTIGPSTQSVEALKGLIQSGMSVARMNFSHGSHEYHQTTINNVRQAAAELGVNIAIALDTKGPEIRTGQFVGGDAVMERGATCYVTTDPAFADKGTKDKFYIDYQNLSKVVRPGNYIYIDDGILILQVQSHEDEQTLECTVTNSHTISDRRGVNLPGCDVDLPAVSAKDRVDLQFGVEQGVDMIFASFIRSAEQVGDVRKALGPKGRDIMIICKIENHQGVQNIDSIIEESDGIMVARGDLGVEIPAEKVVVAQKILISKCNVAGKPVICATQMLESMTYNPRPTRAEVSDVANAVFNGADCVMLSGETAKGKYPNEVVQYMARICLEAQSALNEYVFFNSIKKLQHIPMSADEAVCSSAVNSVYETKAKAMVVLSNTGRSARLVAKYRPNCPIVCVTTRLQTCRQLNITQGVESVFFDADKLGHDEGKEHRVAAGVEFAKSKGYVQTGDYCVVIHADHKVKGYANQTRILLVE
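Kinase-Glo luminescence read after 1 h RT reaction of 0.1 nM LmPK with 0.5 mM PEP and 0.1 mM ADP. Activity scaled between uninhibited and enzyme-free controls.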
Sm TGR block – qHTS Assay for the Inhibitors of Schistosoma Mansoni Peroxiredoxins; purified TGR, DTNB reduction, TNB absorbance 405 nm; Potency, µM (highest dose often 114 µM), for the others: at the top dose activity change, negative = inhibition, usual class: inhibitors; actives 3% (n = 360,000); note: nearly all actives have a fitted effect of over 60% in size
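Kinetic colorimetric format: TGR-catalysed, NADPH-driven DTNB reduction monitored via TNB absorbance. Enzyme dispensed at 20 nM; compound exposure 15 min at room temperature before reaction start.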
Active calls of the source: *; ? = inconclusive; / = no result given; [ ] = dose if it differs, or a comment. Calls come from the whole dose curve; as a rule, active = well fitted curve in the direction sought with a large enough effect; inconclusive = small, poorly fitted or top-dose-only effect, or another doubt; inactive = no such curve, though single readings can be large; an effect the other way counts as inactive or inconclusive. % is set by controls: 0 for no effect and ±100 for the full control effect; potency is the fitted concentration of half-maximal effect.

SMILES | Tb PYK inh | Pf growth 48h | Pf growth 96h | HCV inhibitor | LmPK inh | Sm TGR block
COc1ccc(CCNC(=O)CSc2nc3ccccc3o2)cc1 | 0% | / | -6% | 5% | -1% | 9%
CC1CCN(S(=O)(=O)c2ccc(NC(=O)CN3CCOCC3)cc2)CC1 | 2% | -16% | / | 13% | -1% | 5%
CCCCCCn1c(CN2CCC(C)CC2)nc2c1c(=O)n(C)c(=O)n2C | 3% | -4% | 79%[activator] | 2% | 2% | -1%
CCC(=O)N1CCN(c2cc(N3CCN(C)CC3)c(F)cc2[N+](=O)[O-])CC1 | -2% | 36%[activator] | ? | 1% | 6% | -5%
COC(=O)Cc1c(O)ccn(CCc2ccc(S(N)(=O)=O)cc2)c1=O | 2% | 19% | ? | 15% | 9% | 4%
S=c1[nH]nc(CCc2ccccc2)n1-c1ccc(Cl)cc1 | ? | 2% | -12% | -1% | ? | -4%
COc1ccc(Nc2ncnc3sccc23)cc1OC | 20% | 38%[activator] | 39%[activator] | -9% | 4% | -4%
O=C(Nc1ccccc1)c1cc2ccccc2c(=O)s1 | 2% | 32%[activator] | 72%[activator] | ? | 0% | 3%
O=C(O)CC(NC(=O)C12CC3CC(CC(C3)C1)C2)c1ccc(F)cc1 (stereo not given) | 10% | -15% | ? | 14% | 6% | 8%
COc1ccccc1CN1CC(C(=O)N2CCOCC2)CCC1=O (stereo not given) | -6% | 16% | -2% | 20% | -4% | -3%
CN=C1SC(CC(=O)Nc2ccccc2F)C(=O)N1/N=C/c1ccc(O)c(OC)c1 (stereo not given) | 0% | -18% | -23%[5.75 µM] | ? | 4% | 7%
O=C1CC(SCCc2nc3ccccc3[nH]2)C(=O)N1c1ccc(Cl)cc1 (stereo not given) | -6% | -10% | 68%[activator] | 6% | 4% | ?
CC(=O)C1C(c2ccc(O)cc2)NC(=O)NC1(O)C(F)(F)F (stereo not given) | 10% | -14% | ? | 17% | 0% | -8%
COc1cc(F)cc(-c2ccc3c(c2)c(-c2cccs2)c(-c2cc(OC)cc(OC)c2)n3C)c1 | 3% | 9.3µM* | ? | ? | / | -23%
CCCc1[nH]n(-c2nc3ccccc3s2)c(=O)c1C=NCCCOC | 2% | -20% | -15% | -3% | 2% | -3%
CCOC(=O)N1CCN(Cc2nc(-c3ccccc3)no2)CC1 | 3% | 41%[activator] | / | 3% | -10% | -13%
CSc1nc2ccccc2n1CC(=O)Nc1ccc(C)c(C)c1 | 0% | 8% | / | 26% | 1% | -1%
O=C1/C(=C\c2cccs2)Sc2ccc3ccccc3c21 | 8% | 105%[activator] | 12% | ? | -21% | -6%
COc1ccc(N(CC(=O)NC(C)C)S(=O)(=O)c2ccc(NC(C)=O)cc2)cc1 | 6% | / | ? | -4% | 8% | -3%
c1ccc(C2=NP(N3CCOCC3)(N3CCOCC3)=NC(N3CCOCC3)=N2)cc1 | / | 25% | -91% | / | 3% | -2%
COCCSc1ccccc1C(=O)NCc1ccco1 | 2% | 26% | 18% | 0% | 1% | -15%
COCC(=O)Nc1c(I)c(C(=O)NC[C@@H](O)CO)c(I)c(C(=O)N(C)C[C@@H](O)CO)c1I | 0%[33.2 µM] | 6%[12.8 µM] | 21%[12.8 µM] | / | / | /
CCN(CC)S(=O)(=O)c1ccc(C(=O)OCC(=O)Nc2ccc(-c3nc4ccc(C)cc4s3)cc2)cc1 | 1% | 227%[activator] | 279%[activator] | ? | 0% | 5%
Cc1nnc(NC(=O)CSCc2cc(=O)c3ccccc3[nH]2)s1 | -12% | -23% | -1% | / | / | 3%
Cc1cc(C)cc(N(CC(=O)NCc2ccco2)C(=O)CCC(=O)Nc2ccccn2)c1 | -7% | ? | 50%[activator] | 11% | 0% | ?

3 compounds already listed, sorted by molecular weight, rising:
SMILES | Tb PYK inh | Pf growth 48h | Pf growth 96h | HCV inhibitor | LmPK inh | Sm TGR block
COc1ccc(Nc2ncnc3sccc23)cc1OC | 20% | 38%[activator] | 39%[activator] | -9% | 4% | -4%
O=C(O)CC(NC(=O)C12CC3CC(CC(C3)C1)C2)c1ccc(F)cc1 (stereo not given) | 10% | -15% | ? | 14% | 6% | 8%
COC(=O)Cc1c(O)ccn(CCc2ccc(S(N)(=O)=O)cc2)c1=O | 2% | 19% | ? | 15% | 9% | 4%

Limited to Pf growth 48h, HCV inhibitor and Tb PYK inh (two entries from above):
| Structure | Pf growth 48h | HCV inhibitor | Tb PYK inh |
| --- | --- | --- | --- |
| CC(=O)C1C(c2ccc(O)cc2)NC(=O)NC1(O)C(F)(F)F (stereo not given) | -14% | 17% | 10% |
| COc1cc(F)cc(-c2ccc3c(c2)c(-c2cccs2)c(-c2cc(OC)cc(OC)c2)n3C)c1 | 9.3µM* | ? | 3% |

Next section.
SMILES | Tb PYK inh | Pf growth 48h | Pf growth 96h | HCV inhibitor | LmPK inh | Sm TGR block
C=CCn1c(=O)[nH]c2cc(C(=O)N3CCN(c4cc(C)ccc4C)CC3)ccc2c1=O | -3% | / | -7% | -20% | 6% | -1%
COc1ccc(S(=O)(=O)N2CCCCCC2)cc1C(=O)N1CCN(c2ccccc2O)CC1 | -4% | 2.3µM* | 4.7µM* | -10% | / | ?
COc1cc(C(=O)N/N=C/c2cccc(Oc3ccccc3)c2)ccc1O | 0% | 20% | 11% | -13% | 6% | 5%
CC(=O)Nc1ccc2nc(-c3ccc(Br)o3)[nH]c2c1 | -23% | 220%[activator] | -23% | -5% | -9% | 25µM*
Cc1ccc(C(=O)NC(=S)NNC(=O)COc2ccccc2C)cc1 | -5% | 21% | -27% | -9% | 0% | 2%
CCCCC(=O)Nc1nc(-c2ccc(S(=O)(=O)N3CCOCC3)cc2)cs1 | 2% | ? | ? | ? | -1% | 2%
C/C=C\C=C\C(=O)Nc1cccc(C2=NOC3(C2)C[C@@H](C(N)=O)N(C(=O)C(c2ccccc2)c2ccccc2)C3)c1 (stereo not given in full) | -8% | ? | ? | ? | 5% | 1.8µM*
O=C(Cn1cccc1C(=O)c1ccccc1)NCc1ccccn1 | -4% | -3% | 1% | -1% | -6% | -3%
O=[N+]([O-])c1ccc(O)c(/C=N/Nc2ccc(Cl)nn2)c1 | -11% | 0.41µM* | 0.37µM* | 4µM* | 7% | 0%
O=C(Nc1ccc(N2CCOCC2)cc1)c1cccc(-n2cnnc2)c1 | -7% | 31%[activator] | ? | 5% | -13% | 2%
C/C(N)=C(/C#N)C(=O)COC(=O)[C@@H](NC(=O)c1ccccc1Cl)C(C)C | 2% | -4% | 0% | 8% | 6% | -4%
Nc1ccccc1N=Nc1ccccc1N | -4% | 293%[activator] | 415%[activator] | -24% | -8% | 23%
COC(=O)C1=C(c2c(C)noc2C)C[C@@H]2CC[C@H]1N2C(=O)NC1CCCCC1 | 2% | 39%[activator] | 30% | 2% | / | -9%
CN1/C(=C/C2CC(=O)N(c3ccc([N+](=O)[O-])cc3)C2=O)C(C)(C)c2ccccc21 (stereo not given) | -8% | / | ? | -13% | -5% | 13µM*
O=S(=O)(c1cccs1)N1CCN(c2ccccc2)CC1 | -3% | 21% | 2% | 15% | 6% | 5%
CCN(CC(=O)NCc1ccc(Cl)cc1)CC(=O)NC1(C#N)CCCC1 | -1% | 6% | -12% | -5% | 3% | -13%
O=C(COC(=O)c1cc(Cl)ccc1O)NC(=O)NCc1ccccc1 | 3% | 3% | -28% | 1% | / | ?
COc1ccccc1N1CC(C(=O)OCC(=O)c2ccc(F)cc2)CC1=O (stereo not given) | 5% | 11% | -28% | 4% | 1% | -5%
CCOC(=O)c1c(C)[nH]c(C(C)=O)c1C | 7% | 10% | 4% | 6% | 0% | -1%
Cc1ccc(-c2cc(C(=O)Nc3c(C)n(C)n(-c4ccccc4)c3=O)no2)cc1 | -10% | 37%[1.15 µM] | 11% | 9% | 1% | 8%
COc1cccc(NC(=O)CCc2nnc3ccc(N4CCN(c5cccc(OC)c5)CC4)nn23)c1 | -30% | ? | ? | 3% | -3% | 0%
O=C(c1ccco1)N1CCN(c2ccc(N3CCCCC3)nn2)CC1 | 2% | -3% | ? | 18% | / | -18%
COc1ccc(OCCn2cc(/C=C(\C#N)C(=O)NCc3ccco3)c3ccccc32)cc1 | -10% | 10% | 0% | 4% | 5% | 6%
O=C(O)CCCN1C(=O)/C(=C\c2ccccc2OCc2ccccc2)SC1=S | 5% | 12% | 19% | 11% | 1% | 3%
O=C(COC(=O)CSCc1ccccc1)NCc1ccccc1 | -7% | -1% | 11% | 3% | 3% | 5%
CCC1(C)Cc2c(c(=O)n(-c3ccccc3)c3ncnc(N)c23)CO1 (stereo not given) | -4% | -6% | 2% | -1% | 2% | -7%
O=C(CCNS(=O)(=O)c1ccc(Br)cc1)NCCCSc1ccccc1 | 5% | ? | ? | -20% | / | -4%
N#Cc1c(Nc2ccccc2Cl)s[nH]c1=O | -12% | ? | -18% | 18% | 5% | -5%
COc1ccc(NC(=S)N=Nc2c(O)[nH]c3ccccc23)cc1 | -1% | ? | ? | ? | 7% | 3%
Cc1cc(NS(=O)(=O)c2ccc(Nc3nc(-c4ccc(C)c(C)c4)cs3)cc2)no1 | 2% | ? | 10% | 11% | 8% | -1%
CC1CC(C)CN(C(=O)Cn2c(-c3nonc3N)nc3ccccc32)C1 (stereo not given) | -5% | ? | 247%[activator] | -7% | 0% | -2%
Cc1ccc(C(=O)Nc2ccc(C(=O)N3CCCCC3C)cc2)cc1 (stereo not given) | -2% | ? | -19% | 6% | 0% | 0%
CCCN1CCC(NC(=O)Nc2ccc(OC)c(OC)c2)CC1 | 4% | 3% | / | -4% | -4% | -22%
Cc1cc(C)cc(N2C(=O)CCN(Cc3ccccc3)C2=O)c1 | -2% | 4% | 21% | 26% | 0% | 7%
CCCCNS(=O)(=O)c1ccc(OCC(=O)OC)cc1 | 13% | 0% | 0% | 14% | 1% | -9%
Cc1ccc(NC(=S)NC2CCN(Cc3ccccc3)CC2)cc1C | 4% | ? | ? | 11µM* | 5% | -4%
Cc1ccc(S(=O)(=O)N2CCCC2C(=O)NC2=NCCS2)cc1 (stereo not given) | 1% | 38%[activator] | 0% | 11% | -4% | 8%
Cc1ccccc1C(OCC(O)CN1CCCCC1CCO)c1ccccc1 (stereo not given) | 1% | ? | 144%[activator] | ? | 5% | -6%
O=C(C1CCCO1)N1CCN(C(=S)Nc2ccc(Cl)cc2Cl)CC1 (stereo not given) | -8% | 7% | ? | -3% | 1% | -18%
COc1ccc2cc3cc(C(=O)N4CCN(Cc5ccc6c(c5)OCO6)CC4)oc3nc2c1 | -6% | 7% | 5% | ? | -2% | 1%
CC(C)c1ccc(NC(=O)[C@H](NC(=O)[C@@H]2Cc3ccccc3CN2)c2ccccc2)cc1 | 0% | ? | ? | -6% | 0% | 1%
COc1cc(CNCCSc2nnnn2C)cc(OC)c1OC | -18% | 16% | / | 5% | 11% | -6%
Cc1ccc(S(=O)(=O)N(C#N)c2nc(C)cc(C)n2)cc1 | 8% | 0% | 44%[activator] | 12% | -5% | 22%
OCCNc1nc(N2CCN(Cc3ccccc3)CC2)nc2ccccc12 | -1% | ? | / | -10% | -5% | -1%
Cc1cccc(C(=O)N/N=C/c2ccoc2)c1 | 0% | -2% | -11% | 3% | -9% | -2%
Cc1occc1-c1nnc(SCC(=O)Nc2ccccc2-c2ccccc2)n1C | -9% | -28% | ? | -7% | 3% | -52%
C=CCc1ccccc1Oc1cc(F)nc(N)n1 | -1% | 0% | 245%[activator] | 18% | 1% | 0%
COc1ccc(CCNC(=O)COC(=O)C2CC2C)cc1 (stereo not given) | 0% | -4% | -21% | -12% | / | -5%

Screening data deposited in PubChem by National Center for Advancing Translational Sciences (NCATS).
